Fh CTSL1 inh: Fasciola hepatica cathepsin L1 inhibitors, primary screen, counter-screen for PFM18AAP inhibitor project, biochemical, QFRET, fluorogenic peptide substrate. recombinant F. hepatica cathepsin L1, Z-Leu-Arg-MCA fluorescence. inhibition, % at 5.96 µM. hit rate 0.49% among 300,000;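 active = inhibition above the mean of all tested compounds plus 3 SD, set per screening campaign, cut at about 17% in these data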;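 note: 0% = plate median of test compound wells and 100% = 1 µM Z-Phe-Ala-diazomethylketone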
EBNA-1 inh: EBNA-1 DNA-binding inhibitors, primary screen, biochemical, fluorescence polarization | inhibition, % at 14.8 µM | hit rate 0.34% among 300,000 | AID 1950, 2009; in the data active = inhibition above about 28%
PREPL inhibitor: PREPL enzyme inhibitors, primary screen, biochemical, fluorescence polarization; recombinant PREPL, fluorescence polarization activity-based probe; inhibition, % at 5.96 µM; hit rate 0.68% among 320,000; in the data active = inhibition above about 43%;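 note: 0% = enzyme with DMSO and 100% = wells lacking enzyme; many of its hits are not listed in these tables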
TPT1 inh: Candida albicans TPT1 enzyme inhibitors, primary screen, biochemical, fluorescence polarization; tRNA 2'-phosphotransferase TPT1 (Candida albicans SC5314); recombinant caTPT1, FP RNA substrate dephosphorylation; inhibition, % at 5 µM; hit rate 0.81% among 300,000;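 active = inhibition above the mean of all tested compounds plus 3 SD, set per screening campaign, cut at about 24% in these data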;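 note: plate controls were DMSO alone for no effect and ferristatin control at 100 nM for full effect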
PP5 inh: PP5 phosphatase inhibitors, primary screen, biochemical, fluorescence | purified PP5c, OMFP substrate fluorescence | inhibition, % at 6.7 µM | hit rate 0.18% among 320,000;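 active = inhibition above the campaign's mean inhibition across all tested compounds plus 3 SD, cut at about 9.5% in these data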;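 note: 0% = DMSO only and 100% = 100 µM cantharidin control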
Target sequence (P53041 whole entry, looked up): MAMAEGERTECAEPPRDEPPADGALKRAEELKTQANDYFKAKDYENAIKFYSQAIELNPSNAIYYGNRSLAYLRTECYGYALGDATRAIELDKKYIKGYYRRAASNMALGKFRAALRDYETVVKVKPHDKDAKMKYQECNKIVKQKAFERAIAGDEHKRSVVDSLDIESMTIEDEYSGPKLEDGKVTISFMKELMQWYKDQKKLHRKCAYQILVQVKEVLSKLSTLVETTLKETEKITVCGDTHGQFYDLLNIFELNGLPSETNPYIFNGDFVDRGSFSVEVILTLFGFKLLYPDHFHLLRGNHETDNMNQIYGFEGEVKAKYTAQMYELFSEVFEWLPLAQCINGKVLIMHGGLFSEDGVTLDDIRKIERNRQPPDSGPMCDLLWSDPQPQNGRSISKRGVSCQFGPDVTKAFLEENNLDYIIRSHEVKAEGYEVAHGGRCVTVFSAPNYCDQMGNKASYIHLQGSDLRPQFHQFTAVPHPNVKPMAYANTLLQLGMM
ZTA DNA inh: ZTA (EBV) inhibition in EBNA-1 counter-screen. P03206. ZTA-DNA binding, fluorescence polarization. inhibition, % at 11 µM. hit rate 0.15% among 320,000. AID 2234; in the data active = inhibition above about 33%
Target sequence (P03206 whole entry, looked up): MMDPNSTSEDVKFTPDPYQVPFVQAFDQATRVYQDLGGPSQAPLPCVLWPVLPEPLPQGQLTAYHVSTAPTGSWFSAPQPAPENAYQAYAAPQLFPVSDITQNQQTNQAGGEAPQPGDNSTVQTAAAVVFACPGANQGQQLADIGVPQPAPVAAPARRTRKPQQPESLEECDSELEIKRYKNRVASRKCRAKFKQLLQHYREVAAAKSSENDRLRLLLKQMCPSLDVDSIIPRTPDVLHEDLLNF
Efflux pump inh: inhibitors of Candida efflux pumps in yeast, primary screen, S. cerevisiae, Nile Red, multiplex; hit rate 0.44% among 330,000; S. cerevisiae Candida pump triplex; AID 485275, 2010; inhibition, % at 10 µM;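 active = plate passing quality check with inhibition over a set limit, or well fluorescence over plate mean plus 4 SD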;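 note: Nile Red retained in pooled yeast measured as flow cytometry median fluorescence; 0% = buffer negative control and 100% = Enniatin B positive control; higher means more Nile Red kept so more efflux inhibition; some compounds called inactive have numbers as strong as hits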
core dimer inh: inhibitors of HCV core protein dimerization, primary screen, biochemical, TR-FRET, high-throughput; TR-FRET GST/Flag-core106 dimerization, 1536-well; inhibition, % at 5 µM; hit rate 0.33% among 300,000;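 active = inhibition above the mean of all tested compounds plus 3 SD, set per screening campaign, cut at about 45% in these data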
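Material: GST/Flag-tagged HCV core106 proteins. Incubation: 4 h, 22.5 °C incubation. Read-out basis: inhibition (%) from 671 over 617 nm ratio. Measured by: TR-FRET, excitation 340 nm, emission 617 and 671 nm.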
PP1 inh: PP1-alpha phosphatase inhibitors, primary screen, counter-screen for PP5 inhibitor project, biochemical, fluorescence, OMFP substrate, single point. Serine/threonine-protein phosphatase PP1-alpha catalytic subunit (Homo sapiens), P62136. purified PP1alpha. inhibition, % at 6.7 µM. hit rate 0.9% among 320,000;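 active = inhibition above the mean inhibition of all tested compounds plus 3 SD, computed separately for each screening campaign, cut at about 15% in these data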
Target sequence (P62136 whole entry, looked up): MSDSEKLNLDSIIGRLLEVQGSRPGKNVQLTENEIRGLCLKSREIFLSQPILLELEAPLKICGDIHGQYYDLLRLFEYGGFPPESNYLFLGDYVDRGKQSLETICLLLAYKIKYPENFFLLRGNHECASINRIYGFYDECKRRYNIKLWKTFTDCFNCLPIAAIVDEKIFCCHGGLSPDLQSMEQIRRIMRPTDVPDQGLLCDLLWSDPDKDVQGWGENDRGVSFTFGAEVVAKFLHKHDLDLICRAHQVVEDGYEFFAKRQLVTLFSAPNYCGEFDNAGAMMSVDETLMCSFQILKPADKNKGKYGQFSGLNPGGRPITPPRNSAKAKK
An asterisk follows results filed as active; / = no result given.

SMILES | Fh CTSL1 inh | EBNA-1 inh | PREPL inhibitor | TPT1 inh | PP5 inh | ZTA DNA inh | Efflux pump inh | core dimer inh | PP1 inh
O=C(Cn1cnc2sc(-c3ccccc3)cc2c1=O)NCc1ccccc1 | 2 | 6 | 14 | -5 | 5.3 | -4 | -0.2 | 4 | 15*
CCOc1ccc(Cc2noc3c2C(=O)CCC3)cc1OCC | -3 | 8 | -6 | 1 | 6.3 | -3 | 0.1 | -2 | -3
Cc1ccc(C)c(N2CCN(C(=O)COc3cc(=O)n(C)c4ccccc34)CC2)c1 | 6 | -2 | 0 | 2 | -1.3 | 5 | 0.1 | 2 | -5
COC(=O)c1cc(S(=O)(=O)N2CCN(c3ccc(F)cc3)CC2)c[nH]1 | 3 | -7 | -14 | -4 | -1.9 | -1 | -0.1 | -4 | -1
CS(=O)(=O)N1CCC(Oc2ccccc2C(=O)NCCCc2cccnc2)CC1 | 4 | -21 | 15 | 1 | -0.9 | -8 | 0.3 | -2 | -2
O=C1Nc2ccccc2N2CCCC12 (stereo not drawn) | 71* | -1 | 10 | 6 | 0.4 | 14 | 0.0 | 2 | 22*
COC(=O)/C=C1/S/C(=N/N=C/c2ccco2)NC1=O | -2 | -12 | 17 | 1 | 3.6 | -5 | 0.3 | 5 | -2
COc1ccc(C)cc1NC(=O)C1CC(=O)N(CCc2ccccc2)C1 (stereo not drawn) | -2 | -6 | 19 | 2 | -0.8 | -4 | 0.1 | 8 | 2
O=C1Nc2cccnc2N(C(=O)CCl)c2ccccc21 | 2 | 6 | -6 | 1 | 3.5 | 9 | -0.1 | -2 | 0
COc1cccc(CNC(=O)C2CCN(S(=O)(=O)N3CCC4(CC3)OCCO4)CC2)c1 | -1 | -8 | 3 | 3 | 1.1 | 4 | 0.0 | -7 | -1
Cc1ccccc1-n1c(O)c(/C=N/N2CCCCC2c2cccnc2)c(=O)[nH]c1=O (stereo not drawn) | -1 | 4 | 8 | 13 | -1.8 | -3 | 0.1 | -9 | -2
C[N+](C)(C)CCNC(=O)c1c(O)c2c([nH]c1=O)CCCC2 | -2 | -14 | -4 | 0 | -1.3 | 3 | -0.1 | 0 | -2
CC1=C(C(=O)Nc2ccccc2C)C(c2cccnc2)n2nc(CCCO)nc2N1 (stereo not drawn) | -1 | -2 | -6 | 6 | 3.4 | -3 | -0.1 | -4 | 0
O=C(C1CCN(S(=O)(=O)c2ccc(Cl)c(C(F)(F)F)c2)CC1)N1CCC1 | / | / | -2 | / | 3.3 | 13 | 0.0 | / | 0
Cc1cc(F)ccc1NCC(=O)Nc1ccccc1Br | 0 | 2 | -1 | 0 | 1.9 | -3 | 0.0 | -1 | -2
C=C(C(=O)Oc1c(C(C)(C)C)cccc1C(C)(C)C)c1ccccc1 | / | / | 8 | / | 1.3 | -24 | -0.2 | / | -2
CC(=O)Nc1cccc2c1Cc1ccccc1-2 | -1 | 1 | -18 | -3 | -1.2 | 9 | -0.1 | 1 | 2
O=C(COC(=O)CSc1ccc2ccccc2c1)NCc1ccc2c(c1)OCO2 | -4 | 3 | -16 | 2 | 0.8 | 5 | 0.1 | -3 | 4
CCCC(C(=O)NCc1ccco1)N(Cc1ccco1)C(=O)CNS(=O)(=O)c1ccccc1 (stereo not drawn) | 2 | 0 | 4 | 1 | 0.1 | 1 | 0.1 | -4 | -4
COc1cc(NC(=O)NCC2CCN(Cc3ccc(C)cc3)CC2)cc(OC)c1OC | -4 | 4 | 7 | 0 | -0.4 | -2 | -0.2 | -5 | 1
COc1cc2oc3ccccc3c2cc1N(CC(=O)N(C)C)S(=O)(=O)c1ccccc1 | 0 | -2 | 4 | -1 | 2.8 | 1 | 0.3 | 9 | 0
CCOc1ccc(NC(=O)CN(C)C(=O)CCC2CCCCC2)cc1OCC | / | / | 4 | / | 1.4 | -6 | 0.4 | / | -1
COc1cc(-c2noc(C)c2C(=O)NCCc2c[nH]c3ccccc23)cc(OC)c1OC | -1 | 5 | 9 | 3 | 3.8 | 4 | 0.2 | -5 | 0
Cc1cccc(-n2nnnc2SCC(=O)Nc2cccc(S(N)(=O)=O)c2)c1 | 1 | -10 | -16 | 1 | -1.6 | 4 | 0.2 | 0 | -4
CCOC(=O)c1sc(NC(=O)Cn2nnc3sc4c(c3c2=O)CCC(C(C)(C)C)C4)nc1C (stereo not drawn) | -1 | -10 | 10 | 11 | 1.8 | -20 | 0.1 | 46* | 4
Cc1ccccc1C(=O)NC1CC2CCC(C1)N2Cc1ccccc1 (stereo not drawn) | -1 | -9 | -11 | -7 | 3.0 | -2 | -0.2 | -2 | -1
COc1cc(NC(=O)c2ccc([N+](=O)[O-])o2)ccc1NC(=O)c1cccs1 | 5 | -6 | 6 | -2 | 1.7 | 0 | 0.0 | 0 | -7
CCO[C@H]1OC(C(=O)O)=C[C@@H](C2CC2)[C@@H]1CCCO | -4 | -1 | -5 | -2 | 2.2 | 4 | 0.1 | -1 | 0
O=C(O)c1cc(=O)cc(C(=O)O)[nH]1 | 2 | -7 | 1 | 1 | 3.0 | -5 | 0.1 | 2 | 3
CSc1ccccc1C(=O)N1CCCC(CCC(=O)NCc2ccc(F)c(F)c2)C1 (stereo not drawn) | -2 | -5 | 18 | -2 | 5.4 | -11 | -0.1 | -17 | -1
O=C(COC(=O)Cn1cnc2ccccc2c1=O)Nc1ccccc1Sc1ccc(Cl)cc1 | -7 | 9 | -35 | -2 | 3.8 | 9 | -0.1 | 10 | 2
CCOc1ccc(NC(=O)CSc2nc(=O)n(CCN3CCOCC3)c3c2CCCC3)cc1 | 2 | -1 | 4 | -1 | -0.5 | 2 | -0.1 | 4 | -9
N#Cc1c(-c2ccc3c(c2)OCO3)csc1N | 2 | 1 | 5 | 3 | 4.5 | 10 | 0.1 | -1 | -2
O=C(CSc1nnc2ccc(-c3ccncc3)nn12)Nc1ccc(F)cc1 | 2 | 0 | 38 | -2 | 2.5 | -6 | 0.0 | 4 | -7
CN(C)c1ccc(C2N(c3ccc(Cl)cc3)C(=O)C3CCCN32)cc1 (stereo not drawn) | 3 | 6 | -5 | -2 | -0.1 | 1 | -0.2 | -1 | 0
Nc1cc(F)ccc1N1CCCCCC1 | 1 | -2 | 43* | -2 | -1.2 | -20 | 0.1 | -4 | 2

Shown tab-delimited: three of the compounds above.
smiles	Fh CTSL1 inh	EBNA-1 inh	PREPL inhibitor	TPT1 inh	PP5 inh	ZTA DNA inh	Efflux pump inh	core dimer inh	PP1 inh
N#Cc1c(-c2ccc3c(c2)OCO3)csc1N	2	1	5	3	4.5	10	0.1	-1	-2
O=C(C1CCN(S(=O)(=O)c2ccc(Cl)c(C(F)(F)F)c2)CC1)N1CCC1	/	/	-2	/	3.3	13	0.0	/	0
CN(C)c1ccc(C2N(c3ccc(Cl)cc3)C(=O)C3CCCN32)cc1 (stereo not drawn)	3	6	-5	-2	-0.1	1	-0.2	-1	0

Next compounds follow:
SMILES | Fh CTSL1 inh | EBNA-1 inh | PREPL inhibitor | TPT1 inh | PP5 inh | ZTA DNA inh | Efflux pump inh | core dimer inh | PP1 inh
CSCC[C@H](NC(=O)OC(C)(C)C)c1nnc(SCc2ccc(F)cc2)o1 | 2 | -6 | 14 | -2 | 1.9 | -3 | -0.1 | -2 | 1
COc1ccc(Cc2nnc(NC(=O)Nc3ccccc3F)s2)cc1OC | 4 | 37* | -14 | 0 | -1.3 | 4 | -0.1 | 5 | 3
O=[N+]([O-])c1c(-c2cn[nH]c2)n[nH]c1-c1cn[nH]c1 | 8 | 2 | 1 | 2 | 1.3 | 0 | 0.1 | 1 | -4
CCOc1ccc(CNc2ccc3c(c2)ncn3C(C)(C)C)cc1 | -1 | 0 | 28 | 0 | 1.3 | -6 | 0.0 | -5 | 1
Cc1ccc(S(=O)(=O)N(CC(=O)N2CCN(c3ccccc3F)CC2)C2CCCCC2)cc1 | 3 | -1 | -14 | -1 | 4.4 | -15 | 0.1 | -2 | 1
COc1ccc(N(C(=O)CNC(=O)c2ccco2)C(C(=O)NC2CCCC2)c2cccnc2)cc1 (stereo not drawn) | 2 | -2 | 15 | 0 | -1.5 | -7 | 0.0 | -2 | 0
O=C(CCNC(=O)c1ccco1)NC(Cc1c[nH]c2ccccc12)C(=O)O (stereo not drawn) | / | / | 1 | / | 0.8 | -2 | -0.2 | / | -2
COCc1nc2sc(C)c(C)c2c(=O)[nH]1 | 4 | 4 | 3 | 2 | 0.4 | 5 | 0.0 | 3 | -2
COc1ccc(N(C(=O)CNC(=O)c2ccco2)C(C(=O)NC2CCCCC2)c2cccnc2)cc1 (stereo not drawn) | -3 | -5 | 0 | -4 | 3.2 | 12 | -0.1 | 8 | 0
CNC(=O)C(C#N)(Cc1cc(C(C)=O)ccc1OC)Cc1cc(C(C)=O)ccc1OC | 2 | 1 | -2 | -1 | -0.8 | 5 | -0.3 | -2 | -2
Cc1oc(-c2ccccc2)cc1C(=O)Nc1ccc(N(C)C)cc1 | 0 | -12 | 11 | -3 | 4.7 | 5 | 0.1 | -14 | 0
CCN(CC)CCCNC(=S)N(CCO)Cc1cc2cc3c(cc2[nH]c1=O)OCCO3 | 3 | 2 | 15 | 5 | 0.7 | 16 | 0.1 | -5 | 3
CN(C)c1ccc(/C=C2\SC(N3CCCCC3)=NC2=O)cc1 | 3 | -7 | 22 | 106* | -1.2 | -3 | 0.0 | -23 | -1
Cc1cc(Br)ccc1NC(=O)CN(C)C(=O)CN1C(=O)NC2(CCCC2)C1=O | -2 | -4 | 20 | -5 | 0.1 | -25 | -0.1 | -6 | -4
Cc1ccc(NC(=O)c2ccc(Cl)c(NC(=O)c3cccs3)c2)cc1 | -2 | 6 | -2 | -3 | 0.1 | 5 | -0.3 | 9 | 5
O=C(c1ccccc1F)N1CCN=C1c1ccccc1 | -3 | 8 | -1 | 0 | -2.5 | -5 | -0.1 | 2 | -5
COc1ccc(/C=C/C(=O)NCC(=O)N/N=C(/C)c2ccco2)cc1 | 1 | 0 | 11 | -1 | 2.2 | 2 | 0.3 | -5 | 2
CCOc1ccccc1NC(=O)Cc1coc2ccc(C)cc12 | 3 | 2 | -6 | -3 | -0.7 | -14 | 0.0 | 9 | 1
Cc1ccc(CNC(=O)N2CCN(C)CC2)cc1 | -4 | 18 | -3 | -1 | 0.7 | -2 | 0.1 | -6 | -1
Cc1ccc(C(=O)NCCNC(=O)Cc2ccccc2)cn1 | -2 | 8 | -2 | -5 | -0.6 | -2 | -0.1 | -2 | 1
COc1ccc(OCc2nnc(SCC(N)=O)n2N)cc1 | -2 | -5 | -6 | -2 | 0.5 | 2 | 0.1 | -2 | -2
O=C(Cc1ccc(Cl)cc1)N/N=C/c1ccccc1 | 1 | 1 | -11 | 0 | -0.9 | -5 | 0.0 | 0 | 3
O=C(NCC(=O)N(c1cccnc1)C(C(=O)NC1CCCC1)c1ccccc1)c1ccco1 (stereo not drawn) | 9 | 5 | 3 | -1 | -3.0 | -6 | 0.0 | 1 | -5

Part of the list above, with tabs:
Molecule	Fh CTSL1 inh	EBNA-1 inh	PREPL inhibitor	TPT1 inh	PP5 inh	ZTA DNA inh	Efflux pump inh	core dimer inh	PP1 inh
Cc1ccccc1-n1c(O)c(/C=N/N2CCCCC2c2cccnc2)c(=O)[nH]c1=O (stereo not drawn)	-1	4	8	13	-1.8	-3	0.1	-9	-2
C[N+](C)(C)CCNC(=O)c1c(O)c2c([nH]c1=O)CCCC2	-2	-14	-4	0	-1.3	3	-0.1	0	-2

Screens as filed in PubChem.

An excerpt; rates above refer to the full screens.
